Bioassay records from PubChem.
S100A4 inh HTS: S100A4-myosin IIA interaction inhibition; S100A4/TAMRA-MyoIIA peptide fluorescence polarization; inhibition, % at 10.7 µM; 0.14% of 360,000 active; AID 652163;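 active = mean inhibition of at least 70% across replicates, with every replicate also reaching that level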
Target sequence (P26447 whole entry, looked up): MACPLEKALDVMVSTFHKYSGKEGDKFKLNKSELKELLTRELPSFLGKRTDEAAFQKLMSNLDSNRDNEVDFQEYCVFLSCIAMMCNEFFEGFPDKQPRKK
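Compound dosing: one dose per compound; test system: human S100A4 monomer with TAMRA-labelled myosin IIA peptide; probe or stimulus: TAMRA-labelled myosin IIA heavy-chain peptide probe, 5 nM; medium: HEPES buffer with Ca2+, pH 7.2; schedule: 5 min incubation before reading; benchmarks: neutral control DMSO, positive control TFP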
esBAF inh: inhibitors of esBAF chromatin remodeling in mouse ES cells | 2% of 350,000 active | reporter increase, % at 12.5 µM | Bmi1-luciferase knock-in reporter, 24 h; 100% = twice the neutral-well signal | AID 602393; in the data active = activation above about 40%;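 also: 0% = median of the plate's neutral control wells and 100% = double that signal; a rise in the Bmi1 reporter signal indicates esBAF inhibition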
FN deposition inh: fibronectin deposition inhibition; 0.086% of 350,000 active; inhibition, % at 12.6 µM; AID 743247; AH1F fibroblasts, Alexa488-fibronectin deposition fluorescence, overnight;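 active = mean inhibition across replicates of 30% or more, regardless of how many single replicates reach that level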;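 also: positive control wells lacked labelled fibronectin entirely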
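Material – AH1F fibroblast monolayer, labelled fibronectin deposition · Reagent – labelled fibronectin 24 nM · Timing – 1 h adhesion, overnight exposure · Measured by – fluorescence at 485 nm excitation, 525 nm emission · Read-out – inhibition of fibronectin deposition signal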
Statin myotox sup: protects C2C12 myotubes from simvastatin toxicity | ATP luminescence, 48 h; scaled: DMSO 0, geranylgeraniol control 100 | rescue of ATP level, % at 7.49 µM | 0.78% of 330,000 active;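 active = mean ATP rescue above about 67%, or every replicate alone reaching that limit, limit read from the data, passing the limit was not always enough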;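 also: myotubes were challenged with 10 µM simvastatin during compound exposure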
LGR2 antag: blocks bursicon-induced cAMP signaling via Drosophila LGR2; AID 720647; 0.35% of 380,000 active; HEK293 LGR2, CRE-luciferase, bursicon-stimulated, 4 h; inhibition, % at 9.99 µM;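 active = drop in luminescence signal, shown as inhibition above about 50% in the replicate tests, limit read from the data, passing the limit was not always enough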;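 also: agonist challenge used bursicon conditioned medium at about half maximal strength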
SIRT5 block: inhibitors of human sirtuin-5 desuccinylase; Q9NXA8; Purified SirT5, succinyl-peptide AMC, trypsin-coupled fluorescence; inhibition, % at 15 µM; 1.1% of 330,000 active; AID 652115; in the data active = inhibition above about 15%
Target sequence (Q9NXA8 whole entry, looked up): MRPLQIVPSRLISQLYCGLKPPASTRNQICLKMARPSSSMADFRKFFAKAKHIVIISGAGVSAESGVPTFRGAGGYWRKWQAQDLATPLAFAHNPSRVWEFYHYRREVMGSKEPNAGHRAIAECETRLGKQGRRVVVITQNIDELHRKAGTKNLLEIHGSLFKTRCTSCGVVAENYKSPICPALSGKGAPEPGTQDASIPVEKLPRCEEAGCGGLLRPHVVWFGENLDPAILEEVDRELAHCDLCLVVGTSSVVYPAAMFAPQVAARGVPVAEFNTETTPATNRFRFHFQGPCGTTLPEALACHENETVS
CASP6 VEID inh: inhibitors of human caspase-6; P55212; AID 686996; inhibition, % at 12.5 µM; purified caspase-6, Z-VEID-R110 cleavage fluorescence; 0.53% of 350,000 active;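 active = mean inhibition across replicates at least about 35%, with every replicate also reaching that limit, limit read from the data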;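 also: 0% = median of neutral control wells and 100% = no fluorescence left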
Target sequence (P55212 24-179 limits assumed): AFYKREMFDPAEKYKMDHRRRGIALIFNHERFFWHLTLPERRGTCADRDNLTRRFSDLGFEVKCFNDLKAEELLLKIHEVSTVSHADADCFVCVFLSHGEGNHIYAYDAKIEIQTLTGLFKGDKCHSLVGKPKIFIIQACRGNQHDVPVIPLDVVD
Target sequence (P55212 194-293 limits assumed): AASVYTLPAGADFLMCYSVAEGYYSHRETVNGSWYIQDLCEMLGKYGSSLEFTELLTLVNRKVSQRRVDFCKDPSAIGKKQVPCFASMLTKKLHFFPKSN
Starred values were filed as active, the others as inactive; / = not tested or not shown; & = joins results of further samples. Only part of the results is shown; the hit share may differ from the screen's.

SMILES | S100A4 inh HTS | esBAF inh | FN deposition inh | Statin myotox sup | LGR2 antag | SIRT5 block | CASP6 VEID inh
CC1=CC(=C(C#N)C#N)C=C(C)N1Cc1ccc(Cl)cc1 | 18 | -5 | 9 | -1 | -18 | -3 | -1
C[C@@H]1CN([C@H](C)CO)C(=O)c2cc(C3=CCCCC3)cnc2O[C@@H]1CN(C)C(=O)C1CCOCC1 | -2 | -1 | -2 | 28 | -26 | -16 | 0
O=C(NCCOc1ccccc1Cl)C(=O)NCCOc1ccccc1Cl | -5 | -10 | -6 | -2 | 26 | 0 | -3
O=C1OC(Nc2ccc(Br)cn2)c2ccccc21 (stereo not given) | / | 3 | 4 | 2 | / | / | /
C[C@@H]1CN([C@@H](C)CO)C(=O)c2cc(C#CC(C)(C)O)cnc2O[C@@H]1CN(C)C(=O)C1CCCCC1 | / | -7 | / | 2 | -2 | / | /
Cn1nnnc1Sc1ncnc2scc(-c3cc4ccccc4o3)c12 | -7 | 8 | 12 | 5 | 106* | 0 | 5
Nc1cc(Cl)cc2c1-c1ccc(Cl)cc1C2O (stereo not given) | -1 | 28 | 4 | -4 | -23 | 1 | -2
O=C(CN1C(=O)C2C3CC(C(Br)C3Br)C2C1=O)OCC(=O)c1cccc([N+](=O)[O-])c1 (stereo not given) | -2 | 2 | -3 | 8 | 20 | -7 | -5
CN(Cc1ccc(F)cc1)C(=O)c1cc(COc2ccc(-n3cncn3)cc2)on1 | 0 | -1 | / | -7 | 8 | -3 | 0
C[C@H](CO)N1C[C@H](C)[C@H](CN(C)S(=O)(=O)c2ccccc2)Oc2ccc(NC(=O)Nc3ccc(C(F)(F)F)cc3)cc2C1=O | 0 | 1 | / | -52 | 7 | 1 | -1
C[C@@H]1CCCCO[C@H](CN(C)C(=O)Cc2ccccc2)[C@H](C)CN([C@@H](C)CO)C(=O)c2cc(NC(=O)c3ccncc3)ccc2O1 | 4 | 0 | / | / | -8 | 4 | -2
CS(=O)(=O)Nc1ccccc1C(=O)O | / | -1 | -10 | 10 | / | / | /
C[C@@H]1CN([C@@H](C)CO)S(=O)(=O)c2ccc(C#CCN(C)C)cc2O[C@H]1CN(C)C(=O)C1CC1 | / | -4 | 0 | -21 | 7 | / | /
O=C(NCc1ccncc1)c1ccc(-c2ccc(F)c(F)c2)c2ccoc12 | -14 | -11 | 6 | -38 | -18 | 7 | 5
COc1ccccc1NC(=O)N[C@@H]1CC[C@H](CCn2cc(C3(O)CCCC3)nn2)O[C@H]1CO | 16 | -4 | 12 | -2 | 22 | -2 | 0
Cc1ccc(NS(=O)(=O)c2ccc(-c3cnc(C4CC4)o3)cc2)cc1 | -9 | 12 | 9 | -31 | -2 | 5 | 6
O=C(NC1CCCCC1)C(c1ccc(F)cc1)N(C(=O)c1csnn1)C1CCCC1 (stereo not given) | -1 | -3 | -7 | 7 | -6 | 1 | 3
Cc1ccc2nc(NC(=O)C3CCCN3C(=O)OC(C)(C)C)sc2c1 (stereo not given) | -3 | / | 8 | / | -2 | 0 | 5
COc1ccc2c(-c3ccccc3)cc(SCC(=O)NC3CCS(=O)(=O)C3)nc2c1 (stereo not given) | -3 | -4 | 1 | 36 | 20 | 0 | 7
COc1ccc(-c2csc(N(CCCN(C)C)C(=O)c3ccccc3F)n2)cc1 | -4 | -10 | 4 | -53 | 24 | 2 | -15
COc1ccc(-c2noc(N3CCC(C(=O)NCCCN4CCCC(C)C4)CC3)n2)cc1 (stereo not given) | 4 | 1 | 6 | -14 | / | -6 | 0
COC(=O)C[C@@H]1CC[C@H](NC(=O)Nc2ccc(F)cc2)[C@@H](CO)O1 | -8 | / | 1 | / | 10 | -1 | 0
C[C@H]1CN([C@@H](C)CO)C(=O)c2cc(NC(=O)C3CC3)ccc2O[C@H]1CN(C)Cc1ccc(C(=O)O)cc1 | 6 | 2 | / | 3 | 10 | 0 | 5
Cc1ccc(C(=O)NCC(=O)NCc2cc(=O)n(C)c(=O)n2C)cc1 | -5 | 2 | 1 | 4 | -4 | 32* | 3
CC1CCN(S(=O)C23CC4CC(CC(C4)C2)C3)CC1 (stereo not given) | -23 | 2 | / | -10 | 22 | -3 | 1
CCc1nnc(NC(=O)CCC(=O)N2CCCC2)s1 | / | -4 | -2 | -5 | / | / | /
O=C(CCc1ccc(S(=O)(=O)N2CCOCC2)cc1)Nc1ccc(F)cc1[N+](=O)[O-] | -3 | 6 | 0 | 9 | 20 | / | 0
COc1c(Cl)cc(Cl)cc1C(=O)Nc1ccc(CN2CCOCC2)cc1 | -27 | 3 | 1 | -32 | -8 | / | -2
Cc1cccc2sc(NC(=O)CN3C(=O)C4CC=CCC4C3=O)nc12 (stereo not given) | 0 | / | 5 | / | -15 | -1 | 2
COc1ccc(-c2cnc3c(c2)C(=O)N([C@H](C)CO)C[C@@H](C)[C@@H](CN(C)C(=O)Cc2ccncc2)O3)cc1 | 6 | -3 | / | 0 | -13 | -2 | -5
CC(C)C(=O)N[C@@H]1c2ccccc2CC[C@H]1OCc1ccccc1 | -2 | -6 | 1 | -2 | -8 | 0 | 1
Nc1ccccc1CNc1nc(NCCO)nc2c1ncn2CCN1CCOCC1 | 9 | 13 | 1 | 2 | -3 | 4 | -1
Cc1cccc(NC(=O)c2ccc(NCC3CCCO3)c([N+](=O)[O-])c2)n1 (stereo not given) | 0 | / | 6 | / | -69 | -3 | 5
CNc1[nH]c(=O)[nH]c(=O)c1N=Nc1cc(Cl)ccc1Cl | 1 | / | -3 | / | 4 | 3 | 1
CCC(C(=O)NC1CCCC1)N(C(=O)Cn1nnc(-c2ccc(C)o2)n1)c1cccc(OC)c1 (stereo not given) | -2 | -10 | -4 | 7 | 6 | 1 | 0
C/C(=N\NC(=O)Cc1cccn1C)c1cccc2ccccc12 | / | 1 | / | 3 | 13 | / | /
Cc1ncoc1C(=O)N1CCCC(CCC(=O)NCc2ccc(F)c(F)c2)C1 (stereo not given) | -4 | 12 | 3 | 10 | 21 | 1 | -1
Cc1cccc(C)c1NC(=S)NCCc1ccc(O)c(O)c1 | 3 | -2 | -3 | -4 | / | -1 | -1
CCc1nccn1CCC(=O)N1CCCC(Nc2ccc(F)cc2)C1 (stereo not given) | 0 | -2 | -1 | 4 | -10 | 1 | -14
Cc1ccc(C(=O)NCCNC(=O)c2cccnc2)cc1 | 3 | -4 | 3 | 14 | 0 | 4 | -1
COc1ccccc1C(=O)C1CCCN(Cc2cn[nH]c2C2CCCCC2)C1 (stereo not given) | 3 | / | -2 | / | -13 | 2 | 2
C/C=C/c1ccc(OCC(O)CN2CCCCC2CC)c(OC)c1 (stereo not given) | -6 | 6 | 6 | -1 | 2 | -6 | -1
CCn1c(-c2ccc3[nH]c(C)c(C)c3c2)n[nH]c1=S | 0 | 10 | / | -14 | -11 | 3 | 2
Cc1ccnn1Cc1cc(C(=O)O)c2ccccc2n1 | -6 | / | -3 | / | 6 | / | -3
C=CCNC(=S)N/N=C/c1ccc(C)cc1C | -1 | / | 4 | / | -12 | 0 | -2
CC(C)Cn1c(=O)n(C)c(=O)c2[nH]cnc21 | 6 | 1 | 1 | -2 | 2 | -7 | 1
COc1ccc(C(F)(F)F)cc1N/C=C/c1nnnn1-c1ccc(C)cc1 | -7 | -6 | -7 | 14 | / | -4 | 1
CN(c1ccc(OC(=O)c2ccc(-n3cncn3)c([N+](=O)[O-])c2)cc1)S(=O)(=O)c1ccccc1 | 0 | 3 | 4 | 7 | 16 | -1 | -2
Cc1cccc(-n2ncc3c(Nc4ccc(F)cc4)ncnc32)c1 | 0 | 71* | -15 | -3 | -70 | 1 | -2
CCCNC(=O)N1[C@H](C#N)[C@H](c2ccccc2)[C@H]1CO | 1 | -2 | 4 | 0 | -16 | -3 | 0
Cc1ccccc1S(=O)(=O)N(C)C[C@H]1OCc2cn(nn2)CCCC(=O)N([C@@H](C)CO)C[C@@H]1C | -3&2&7 | -2&-4&-1 | -3&8 | -20&-7&-6 | 4&26 | 1&0&-5 | -2&0&0
O=S1c2ccccc2Nc2ccccc21 | 2 | 2 | -21 | -7 | / | 25* | 1
CN(C)/C=N/n1cnc2ccccc2c1=O | -1 | / | -4 | / | 1 | -2 | -1
CCc1ccc(NS(=O)(=O)c2cc3c(cc2C)n(C)c(=O)c(=O)n3C)cc1 | 4 | -16 | 3 | 4 | 5 | / | 4
C[C@@H]1CCCCO[C@@H](CN(C)S(=O)(=O)c2ccc(F)cc2)[C@@H](C)CN([C@@H](C)CO)C(=O)c2cc(NS(=O)(=O)c3ccccc3)ccc2O1 | 0 | 0 | / | 3 | 2 | 16* | 2
CC(CN1CCCC(C(N)=O)C1)c1ccccc1 (stereo not given) | / | 1 | -2 | 0 | 11 | / | /
O=C(NN=C(Cc1ccccc1)Cc1ccccc1)c1ccc(F)cc1 | -25 | / | / | / | -15 | -4 | -1
CCOc1ccc(NC(=O)CCC(=O)NNC(=O)COc2ccc(C)cc2Br)cc1 | 0 | 22 | / | 11 | -27 | 1 | -2
O=C(Nc1ccccc1N1CCCCC1)c1ncoc1-c1ccc(F)cc1 | / | 3 | / | -17 | -5 | / | /
CN(C)C(CNC(=O)c1cc(S(=O)(=O)N(C)c2ccccc2)ccc1Cl)c1ccccc1 (stereo not given) | -6 | / | 16 | / | 1 | 3 | -1

Reformatted as tab-separated lines: two of the compounds above
canonical_smiles	S100A4 inh HTS	esBAF inh	FN deposition inh	Statin myotox sup	LGR2 antag	SIRT5 block	CASP6 VEID inh
Cc1ccccc1S(=O)(=O)N(C)C[C@H]1OCc2cn(nn2)CCCC(=O)N([C@@H](C)CO)C[C@@H]1C	-3&2&7	-2&-4&-1	-3&8	-20&-7&-6	4&26	1&0&-5	-2&0&0
CC(CN1CCCC(C(N)=O)C1)c1ccccc1 (stereo not given)	/	1	-2	0	11	/	/

Next compounds follow:
SMILES | S100A4 inh HTS | esBAF inh | FN deposition inh | Statin myotox sup | LGR2 antag | SIRT5 block | CASP6 VEID inh
N#CC1=C(N)C(C#N)(C#N)C(c2ccc[nH]2)C2CCCC=C12 (stereo not given) | -2 | 1 | / | 37 | -8 | 3 | 15
Cc1cc(C(=O)Nc2ccccc2Cl)c2ccccc2n1 | -6 | -8 | -1 | -1 | -13 | -1 | 0
CC(=O)Nc1nc(CC(C)C)cc(-c2ccccc2)c1C#N | -28 | / | 7 | / | -17 | / | 2
CCCn1nc(C(=O)NC2CCCC2)c2ccccc2c1=O | -5 | -8 | -1 | 0 | -24 | -3 | 3
CCCC(=O)Nc1c(-c2ccc(OC)cc2)c(=O)c2ccccc2n1C | / | -3 | -5 | -6 | -12 | / | /
C=CCOc1ccc(C2C(C#N)=C(N)N(Nc3ccccc3)C3=C2C(=O)CC(C)(C)C3)cc1OC (stereo not given) | / | 6 | / | -104 | 24 | / | /
COc1cc(C(C)=O)ccc1COc1ccc(C(=O)OCC(=O)NC2CCS(=O)(=O)C2)cc1OC (stereo not given) | / | -3 | -5 | -6 | -15 | / | /
COc1cccc(/C=C/C(=O)Nc2ccc(C(=O)Nc3cccc(S(N)(=O)=O)c3)cc2)c1OC | 4 | 2 | 8 | -129 | 2 | 2 | -3
COc1cc(CN(C)CC2CCCN(CCc3ccc(F)cc3)C2)c(Cl)cc1O (stereo not given) | -5 | 3 | 9 | 4 | / | 0 | -16
CCS(=O)(=O)N1CCC(C(=O)NCCc2ccccc2)CC1 | / | 12 | / | -1 | 6 | / | /
CCc1ccc(N(CC(=O)NC(C)(C)C)C(=O)CCC(=O)Nc2ccccn2)cc1 | -3 | -4 | -8 | -3 | 4 | 1 | 3

An excerpt of these results, with tabs.
Molecule	S100A4 inh HTS	esBAF inh	FN deposition inh	Statin myotox sup	LGR2 antag	SIRT5 block	CASP6 VEID inh
CCCn1nc(C(=O)NC2CCCC2)c2ccccc2c1=O	-5	-8	-1	0	-24	-3	3
CCCC(=O)Nc1c(-c2ccc(OC)cc2)c(=O)c2ccccc2n1C	/	-3	-5	-6	-12	/	/
C=CCOc1ccc(C2C(C#N)=C(N)N(Nc3ccccc3)C3=C2C(=O)CC(C)(C)C3)cc1OC (stereo not given)	/	6	/	-104	24	/	/
COc1cc(C(C)=O)ccc1COc1ccc(C(=O)OCC(=O)NC2CCS(=O)(=O)C2)cc1OC (stereo not given)	/	-3	-5	-6	-15	/	/
